IDE cell activ = IDE (human) activation, cell-based. P14735. HEK cells, FAbeta-B cleavage, fluorescence polarization; 0% vehicle, 100% cell-free pure enzyme wells. activation, % at 5.96 µM. 340,000 tested, 0.073% active. AID 493087;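 active = activation above the mean of all tested compounds plus 3 SD, set per screening campaign, cut at about 17% in these data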
SUMO HTRF inh = blocks human SUMOylation mediated by UBC9 | P63279 | HTRF SUMOylation assay, SAE1/SAE2 + UBC9, in vitro | inhibition, % at 35 µM | 290,000 tested, 0.36% active | AID 2006; in the data active = inhibition above about 50%, passing the limit was not always enough; note: strong numbers were not always called active
VIM-2 inhibitor = blocks Pseudomonas aeruginosa VIM-2 metallo-beta-lactamase; purified VIM-2, nitrocefin hydrolysis, epi-absorbance fluorescence; inhibition, % at 5.6 µM; 290,000 tested, 0.89% active;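 active = inhibition above the mean of all tested compounds plus 3 SD, cutoff set per screening run, cut at about 7.5% in these data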;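 note: red hydrolysis product quenches plate fluorescence so inhibitors raise well fluorescence; 0% = enzyme with DMSO and 100% = DMSO without enzyme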
DNA FID counter = fluorescent intercalator displacement, NS3 helicase counter-screen. DNA fluorescent intercalator displacement, fluorescence. inhibition, % at 7.9 µM. 290,000 tested, 0.17% active. AID 1845; in the data active = inhibition above about 37%;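 note: 0% = vehicle and 100% = reference compound; higher means more ethidium bromide displaced from hairpin DNA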
HCV NS3 hel inh = HCV NS3 helicase inhibition | AID 1800 | 290,000 tested, 0.56% active | inhibition, % at 10.9 µM | NS3 helicase DNA unwinding, Cy5 molecular beacon fluorescence;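 active = inhibition above the mean of all tested compounds plus 3 SD, set per campaign, cut at about 35% in these data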;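 note: 0% = DMSO wells and 100% = thioflavine S control wells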
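Measured by: Cy5 fluorescence, 0 and 60 min reads / Assay system: NS3 helicase fragment of HCV / Control set: low DMSO, high thioflavine S at 110 µM / Times: 1 h reaction at 25 °C, ATP-initiated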
p-CIP stab down = p/CIP protein destabilization | F442A p/CIP-EGFP cells, EGFP fluorescence, 16 h | decrease of EGFP signal, % at 10 µM | 290,000 tested, 0.01% active;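 active = EGFP signal decrease of at least 30% at 10 µM or well 3 SD below plate mean, unless failing retest; inactive = the rest, including hits failing retest or dose response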; note: some compounds called inactive have numbers as strong as hits; many of its hits are not listed in these tables
Target sequence (Q05BA5 1-1403): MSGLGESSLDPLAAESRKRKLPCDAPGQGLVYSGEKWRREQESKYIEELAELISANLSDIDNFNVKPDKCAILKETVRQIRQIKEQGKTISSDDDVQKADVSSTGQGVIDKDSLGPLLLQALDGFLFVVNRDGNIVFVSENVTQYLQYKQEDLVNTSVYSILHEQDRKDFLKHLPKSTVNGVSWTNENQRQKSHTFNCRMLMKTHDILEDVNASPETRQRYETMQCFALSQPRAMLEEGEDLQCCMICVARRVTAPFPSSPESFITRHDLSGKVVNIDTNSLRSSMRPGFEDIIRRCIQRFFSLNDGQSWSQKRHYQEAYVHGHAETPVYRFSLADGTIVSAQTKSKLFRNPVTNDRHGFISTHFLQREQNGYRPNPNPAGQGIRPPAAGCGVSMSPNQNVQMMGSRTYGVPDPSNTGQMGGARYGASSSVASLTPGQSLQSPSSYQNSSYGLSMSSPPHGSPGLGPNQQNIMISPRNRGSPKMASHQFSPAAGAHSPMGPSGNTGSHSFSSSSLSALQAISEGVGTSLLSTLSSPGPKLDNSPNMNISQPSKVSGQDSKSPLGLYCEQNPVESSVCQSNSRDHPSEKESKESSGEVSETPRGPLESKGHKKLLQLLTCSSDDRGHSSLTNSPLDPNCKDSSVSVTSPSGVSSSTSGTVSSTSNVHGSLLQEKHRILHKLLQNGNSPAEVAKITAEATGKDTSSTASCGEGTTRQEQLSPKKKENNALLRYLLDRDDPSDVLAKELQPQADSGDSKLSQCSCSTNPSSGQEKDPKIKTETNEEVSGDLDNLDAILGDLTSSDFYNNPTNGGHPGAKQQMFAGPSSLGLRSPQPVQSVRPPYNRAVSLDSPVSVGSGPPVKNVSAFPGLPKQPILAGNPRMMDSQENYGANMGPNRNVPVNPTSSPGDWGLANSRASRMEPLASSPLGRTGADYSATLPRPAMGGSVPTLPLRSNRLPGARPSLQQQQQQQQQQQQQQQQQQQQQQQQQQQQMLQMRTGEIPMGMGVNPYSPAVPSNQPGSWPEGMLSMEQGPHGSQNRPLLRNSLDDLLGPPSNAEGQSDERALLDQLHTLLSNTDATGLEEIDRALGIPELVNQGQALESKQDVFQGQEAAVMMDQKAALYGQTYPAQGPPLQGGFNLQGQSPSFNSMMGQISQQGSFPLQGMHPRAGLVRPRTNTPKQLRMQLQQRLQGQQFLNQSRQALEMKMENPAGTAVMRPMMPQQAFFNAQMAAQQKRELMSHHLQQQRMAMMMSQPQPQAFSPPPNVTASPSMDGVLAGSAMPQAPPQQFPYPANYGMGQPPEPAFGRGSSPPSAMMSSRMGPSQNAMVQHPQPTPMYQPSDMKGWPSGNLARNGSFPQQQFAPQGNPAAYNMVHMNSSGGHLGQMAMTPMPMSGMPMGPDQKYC
IMP-1 inhibitor = inhibitors of Pseudomonas aeruginosa IMP-1 metallo-beta-lactamase. purified IMP-1, nitrocefin hydrolysis, epi-absorbance fluorescence. inhibition, % at 5.6 µM. 290,000 tested, 0.45% active. AID 1556;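 active = inhibition above the mean plus 3 SD of all compounds in the same screening run, cut at about 4.5% in these data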;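 note: 0% = IMP-1 with DMSO and 100% = DMSO wells lacking enzyme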
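System: purified IMP-1; amount: IMP-1 0.2 nM before substrate addition; compound: single dose, 5.6 µM; times: 25 °C, 15 min preincubation, 25 min reaction; signal: Epi-absorbance via hydrolysed-nitrocefin quenching of white-plate fluorescence, 480/530 nm, EDTA stop; benchmarks: DMSO with and without IMP-1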
M18AAP inhibitor = PfM18AAP enzyme inhibition | AID 1822 | inhibition, % at 7.35 µM | 290,000 tested, 1.2% active | recombinant PfM18AAP, H-Glu-NHMec fluorogenic cleavage;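 active = inhibition above the campaign mean inhibition over all tested compounds plus 3 SD, cut at about 28% in these data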;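 note: 0% = plate median of test compound wells and 100% = 2 mM ZnCl2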
IDE inh = cellular human IDE inhibition; P14735; 320,000 tested, 0.41% active; inhibition, % at 5.59 µM; HEK cells, FAbetaB cleavage, fluorescence polarization;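 active = percent inhibition above the average of all tested compounds plus 3 SD, set per screening campaign, cut at about 16% in these data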;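 note: IDE supplied by intact live HEK cells; FP after avidin binding of uncleaved biotin substrate so inhibition keeps polarization high; 0% = DMSO wells and 100% = 60 µM reference IDE inhibitor Ii1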
* hit, by the source's call; x = not tested or not shown.

SMILES | IDE cell activ | SUMO HTRF inh | VIM-2 inhibitor | DNA FID counter | HCV NS3 hel inh | p-CIP stab down | IMP-1 inhibitor | M18AAP inhibitor | IDE inh
COc1ccc(S(=O)(=O)Nc2ccccc2C(=O)NCc2cccnc2)cc1C | 1 | 10 | 0.1 | -19 | -9 | -2 | -1.1 | -1 | 0
CC(C)c1ccc(N=c2c([N+](=O)[O-])nn(-c3ccc4c(c3)OCCO4)n2O)cc1 | 6 | -14 | -0.9 | 5 | 2 | -8 | -1.4 | 1 | -6
CCOC(=O)c1ccc(NC(=O)c2cccc3c2C(=O)N(CC2CCCO2)C3)cc1 (configuration not stated) | 0 | 14 | -1.2 | -25 | -4 | -12 | -3.7 | -1 | 4
O=C(CN1CCN(C2CCCCC2)CC1)NCCC1=CCCCC1 | -2 | 0 | -3.0 | 1 | -1 | -3 | -2.7 | -4 | -2
COC(=O)c1sccc1NC(=O)c1sccc1C | 8 | 5 | -0.8 | -4 | 0 | 2 | -2.5 | 1 | -2
O=C(CCc1nnc2ccc(NCc3ccco3)nn12)Nc1cccc(F)c1 | 0 | 11 | -1.7 | -27 | 5 | -16 | -1.0 | 14 | -2
Cc1nn(Cc2ccccc2)c2sc(C(=O)N3CCN(Cc4ccc5c(c4)OCO5)CC3)cc12 | 3 | -13 | -2.2 | -11 | -18 | -2 | -3.1 | 3 | 7
Cc1cccc(C)c1OCCCN1CCOCC1 | 6 | -7 | -1.1 | -2 | -5 | -22 | -4.7 | -1 | 8
O=C(COC(=O)CCc1nc2ccccc2s1)Nc1cccc(S(=O)(=O)N2CCOCC2)c1 | 1 | -15 | -3.9 | -24 | -5 | 13 | -5.0 | 4 | -2
CCCSc1cc(=O)n(-c2ccccc2)nc1C(=O)OCC | -6 | 30 | -0.7 | -20 | -4 | -6 | -1.0 | -11 | 8
C=CCNC(=O)c1ccc(-c2nc(-c3ccc(Cl)c(Cl)c3)cs2)cc1 | -1 | -4 | -0.8 | 0 | 10 | -12 | -2.1 | -4 | 5
Cn1ccsc1=NC(=O)c1ccccc1F | -3 | 12 | -0.2 | -1 | 6 | 0 | 0.2 | -3 | 0
CN(Cc1cn[nH]c1-c1cc2ccccc2o1)CC1CCOCC1 | 0 | 15 | -1.3 | 9 | 3 | -7 | -2.2 | 2 | -5
Cc1ccc(S(=O)(=O)N2CCN(Cc3ccccn3)CC2)cc1 | -2 | 0 | -2.0 | -2 | 12 | -14 | -2.8 | 4 | 0
COc1ccc(C(=O)N2CCOC23CCN(c2ncccn2)CC3)cc1 | 5 | 8 | -3.0 | -16 | -5 | -3 | -2.2 | -2 | 4
CC(C)COc1ccc(C(=O)NC(Cc2c[nH]c3ccccc23)C(=O)NN)cc1 (configuration not stated) | 8 | 18 | -1.6 | -18 | -8 | 4 | -1.7 | -11 | -1
COc1ccc(N=Cc2ccc(-c3ccccc3)o2)cc1 | -1 | -4 | -1.9 | -1 | 1 | -12 | -3.9 | 1 | 2
Nc1nc(=S)c2ncn(C3CCCC3)c2[nH]1 | -5 | 2 | -2.5 | -7 | 6 | 8 | -1.1 | 36* | x
O=C(Nc1ccc(C(=O)N2CCCCC2)cc1)c1ccccc1Cl | 2 | -14 | -0.2 | -24 | 3 | 5 | -3.2 | 2 | 3
CCOC(=O)c1c(NC(=O)C2CC=CCC2C(=O)O)sc(C)c1CC (configuration not stated) | 2 | 15 | -0.8 | -47 | 21 | -23 | -1.9 | -1 | -2
O=C(NCc1ccc2c(c1)OCO2)c1c(F)c(F)c(F)c(F)c1F | 3 | -5 | -3.4 | 0 | -5 | 3 | -1.8 | 3 | 6
COc1ccc(/C=C2\SC(=O)N(CCNC(=O)C3CC4C=CC3C4)C2=O)cc1 (configuration not stated) | 4 | 10 | -1.8 | -22 | -12 | -1 | -1.0 | 4 | -1
Cc1c(C(=O)C(C)C)n(C)c2ccccc12 | 1 | 4 | 0.2 | -4 | 2 | -13 | -2.4 | 6 | 0
O=C(CSc1nncn1-c1ccccc1)N1CCCC1 | 3 | -2 | 2.1 | -5 | -5 | 0 | -1.4 | 2 | 5
CCN1CCN(c2nc3c(C)cccn3c(=O)c2/C=C(\C#N)C(=O)NC)CC1 | 7 | -6 | 7.5 | -3 | 18 | 2 | -1.4 | -1 | -1
N/C(Cc1ccc(Cl)cc1)=N\OC(=O)c1ccc2ccccc2c1 | -4 | -1 | -3.8 | -1 | 1 | -1 | -1.8 | 1 | 4
CCCNC(=O)c1ccc(N2CCC3(CC2)CC(c2ccccc2)=NO3)c(NC(=O)c2cccc(C)c2)c1 | 3 | 14 | -0.6 | -30 | -31 | -11 | -3.0 | 8 | 2
COc1ccc(Cc2[nH]n3c(=O)c(Cl)c(C)nc3c2-c2ccccc2)cc1 | 2 | -18 | -2.4 | -6 | 3 | -15 | -2.0 | -1 | 2
O=C(NCCc1ccccc1)c1ccc(Br)o1 | 6 | 25 | -1.9 | -1 | -3 | -13 | -1.9 | 4 | 3
O=C(O)/C=C/c1cccc(OCc2ccccc2)c1 | 9 | -8 | 1.2 | -7 | 11 | 1 | -0.9 | -15 | 0
Cc1ccccc1N1CCN(C2CCCN(C(=O)c3ccnn3C)C2)CC1 (configuration not stated) | 0 | 11 | 0.0 | -17 | 4 | 0 | -1.8 | -2 | 1
O=C(/C=C/c1ccc(Cl)c([N+](=O)[O-])c1)c1ccc(O)cc1 | 7 | 21 | 0.2 | 13 | 8 | -7 | -0.4 | 2 | -3
Cc1cc2c(NCCc3ccccc3)ncnc2s1 | 3 | -12 | -2.8 | -10 | -2 | -22 | -5.2 | 4 | 10
Cc1cc(C(=O)OCC(=O)N2CC(C)CC(C)C2)c(C)o1 (configuration not stated) | 2 | -26 | -0.9 | -16 | 5 | 5 | -1.4 | -4 | -1
COc1cccc(NC(=O)c2ccncc2)c1 | -4 | 14 | -0.9 | 1 | -5 | -22 | -2.0 | -9 | 6
COc1cc(-c2cn(S(=O)(=O)c3cccc4nsnc34)nc2N)cc(OC)c1OC | 1 | 21 | -2.3 | -14 | -10 | -2 | -3.0 | 6 | 6
O=C(CSc1cccc[n+]1[O-])Nc1cccc(S(=O)(=O)NC2=NCCCCC2)c1 | 2 | 19 | -1.8 | -2 | -5 | -4 | -3.0 | -9 | 4
CC(=O)N1c2ccc(S(=O)(=O)N3CCCC(C(=O)Nc4ccc(C)cc4C)C3)cc2CC1C (configuration not stated) | -3 | 19 | -2.0 | -45 | -18 | -8 | -0.1 | 1 | -1
Cc1c(N2C(=O)/C(=C/c3ccccc3)SC2=S)c(=O)n(-c2ccccc2)n1C | 2 | 15 | -4.8 | -6 | 8 | -12 | 2.1 | 15 | 2
COc1ccccc1CN1C(=O)c2ccncc2C1=O | 6 | -2 | -1.1 | -3 | 0 | -3 | -2.4 | 0 | -3
Cc1cccc(NC(=O)CN2C(=O)CNC2=O)c1 | 5 | -2 | -4.4 | 1 | -3 | 7 | 3.1 | 3 | -1
CCOC(=O)Cc1csc(NC(=O)CN(C)S(=O)(=O)c2ccc3c(c2)CCC(=O)N3)n1 | 1 | -11 | -0.9 | -13 | -2 | 1 | -3.6 | -1 | 3
COc1cccc(OCc2cc(C(=O)N(C)Cc3nc4ccccc4[nH]3)no2)c1 | 2 | 10 | -5.0 | -42 | -6 | -4 | -4.4 | -9 | 9
CC(C)(C)NC(=O)CSc1nc(N)c(-c2ccccc2)c(=O)[nH]1 | 5 | 2 | -3.4 | 0 | -6 | -17 | 0.0 | -1 | -3
O=C(Nc1ccc(F)cc1)c1cc(S(=O)(=O)N2CCCCC2)cs1 | 0 | 18 | 1.7 | 4 | -4 | 6 | 0.9 | -3 | 9
CC(C)CC(=O)Nc1ccc(-c2cn3cccnc3n2)cc1 | 3 | 43 | 1.6 | -6 | -6 | 3 | -1.7 | -4 | 0
O=C(CN1C(=O)c2ccccc2C1=O)NCc1ccccn1 | 9 | 18 | -1.8 | -2 | -1 | -7 | -4.1 | 0 | 2
Cc1cccc(N2CCN(C(=O)c3ccnn3C)CC2)c1C | -6 | -1 | -1.2 | -27 | -1 | 9 | -1.6 | -1 | 7
O=C(O)CC(NC(=O)C(F)(F)F)c1ccc2c(c1)OCO2 (configuration not stated) | 6 | -6 | -0.6 | -1 | -1 | -11 | -2.2 | 4 | 2
COc1ccc(NC2CCCN(C(=O)c3cccc(N(C)C)c3)C2)cc1 (configuration not stated) | 6 | 1 | -1.8 | -18 | 3 | 3 | -1.6 | 0 | x

(further entries)
SMILES | IDE cell activ | SUMO HTRF inh | VIM-2 inhibitor | DNA FID counter | HCV NS3 hel inh | p-CIP stab down | IMP-1 inhibitor | M18AAP inhibitor | IDE inh
Cc1ccc(N=Cc2cc(C)n(C3CCCC3)c2C)cc1 | 4 | 1 | -3.5 | -3 | -6 | -3 | -0.5 | 5 | -1
NS(=O)(=O)c1ccc(N/N=C/c2ccccc2Br)cc1 | 7 | -4 | -1.0 | 2 | -6 | 1 | -3.1 | 3 | -1
CC(=O)c1ccc(NC(=O)C(Cc2ccccc2)n2cccc2)cc1 (configuration not stated) | 1 | 7 | -1.1 | -6 | 12 | 5 | -2.1 | -4 | 7
CCc1ccc(NC(=O)COc2cccc(-n3cnnn3)c2)cc1 | 3 | 4 | -2.2 | -19 | 5 | -4 | -0.4 | -6 | 8
CCC(C)[C@H](NC(=O)[C@H](Cc1ccccc1)n1c(=O)[nH]c2ccccc2c1=O)C(=O)NCC1CCC(C(=O)O)CC1 (some centres not stated) | 5 | 3 | -2.1 | -46 | 13 | -1 | -4.5 | 1 | 0
Cc1ccc(S(=O)(=O)NCc2n[nH]c(=S)n2C)cc1 | 2 | 18 | -0.6 | 0 | -2 | 6 | -3.4 | 8 | 4
COc1cccc2cc(C(=O)N(C)C3CCN(C)CC3)c(=O)oc12 | 8 | 18 | 2.8 | 7 | 6 | 7 | -0.9 | -15 | 3
O=C(CSCC(=O)N1CCN(c2ccccc2)CC1)Nc1nc(-c2ccc(Cl)s2)cs1 | -4 | -17 | -3.6 | 0 | -5 | 8 | -6.6 | 4 | -1
COc1ccc(/C=N/n2c(SC)nnc(C(C)(C)C)c2=O)cc1 | 4 | 14 | -0.3 | -4 | 1 | -14 | -1.8 | -4 | 5
O=C(CSc1nnc(SCc2ccccc2Cl)s1)N/N=C/c1c[nH]c2ccccc12 | -1 | -13 | -1.2 | 0 | 5 | -18 | -3.7 | 5 | 3
O=S(=O)(Nc1cccc(-c2nnco2)c1)c1ccc(F)cc1F | x | 6 | -2.7 | 1 | -11 | 8 | -1.5 | 2 | 5

Reprinted at random: 3 compounds from above
SMILES | IDE cell activ | SUMO HTRF inh | VIM-2 inhibitor | DNA FID counter | HCV NS3 hel inh | p-CIP stab down | IMP-1 inhibitor | M18AAP inhibitor | IDE inh
COc1cccc2cc(C(=O)N(C)C3CCN(C)CC3)c(=O)oc12 | 8 | 18 | 2.8 | 7 | 6 | 7 | -0.9 | -15 | 3
CCC(C)[C@H](NC(=O)[C@H](Cc1ccccc1)n1c(=O)[nH]c2ccccc2c1=O)C(=O)NCC1CCC(C(=O)O)CC1 (some centres not stated) | 5 | 3 | -2.1 | -46 | 13 | -1 | -4.5 | 1 | 0
NS(=O)(=O)c1ccc(N/N=C/c2ccccc2Br)cc1 | 7 | -4 | -1.0 | 2 | -6 | 1 | -3.1 | 3 | -1

Assay outcomes from PubChem.
